NSD2 HMT inh – blocks human histone methyltransferase NSD2; NSD2 peptide methylation, AlphaScreen, 120 min; inhibition, % at 12.5 µM; O96028; 310,000 tested, 0.54% active; in the data active = inhibition above about 50%
Arrestin-AP2 inh – inhibitors of human beta-arrestin and AP2 interaction; FITC-arrestin peptide / GST-AP2 beads, flow cytometry; AP2 beta2 appendage carries R879A mutation; inhibition, % at 10 µM; 340,000 tested, 0.31% active;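 active = inhibition above a set limit, near 3 SD of compounds lacking own fluorescence, cut at about 54% in these data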;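 note: plate controls were DMSO wells for no effect and 5 µM unlabelled arrestin peptide for full effect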
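System: GST-AP2 R879A glutathione beads. Medium: PBS with 0.05% Tween 20 and 0.1% BSA. Also added: FITC-arrestin peptide, 50 nM. Incubation: 12 min plus 1 h, RT. Measured by: high-throughput flow cytometry of beads, ex 488, em 535 nm. Evaluation: percent drop in bead-associated FITC signal.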
MITF TRPM1 HTS – activators of MITF-driven TRPM1 promoter activity in SK-MEL-5 cells | SK-MEL-5 TRPM1-promoter luciferase, 24 h; % of positive control, neutral wells = 0 | activation, % at 12.5 µM | 300,000 tested, 0.75% active;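 active = mean activation of at least 80% with every replicate also reaching 80%; inconclusive = mean reaches 80% but some replicate falls short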;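 note: 0% = neutral control wells and 100% = parthenolide positive control wells; values of inactives mirror those of a sister screen read the other way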
CDK5 p35 inh – inhibitors of human CDK5/p35 kinase; AID 488839; Recombinant CDK5/p35, ADP-Glo luminescence, 60 min; 330,000 tested, 0.01% active; Q00535+Q15078; inhibition, % at 10 µM;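 active = highest replicate inhibition of at least 50% and at least 75% of replicates reaching 50%; inconclusive = only one of the two criteria met; inactive = both criteria failed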;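 note: plate controls were DMSO neutral control for no effect and GW8510 at 10 µM for full effect; many of its hits are not listed in these tables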
Mot1-301 SUMO – SUMOylation pathway inhibition by Mot1-301 growth rescue; S. cerevisiae Mot1-301 growth rescue, ATP luminescence, 38.5C; percent above DMSO median, 100 means doubled; growth rescue, % at 18.8 µM; 320,000 tested, 1% active; AID 2716;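 active = every valid replicate shows activation above 250% relative to neutral control wells; inactive = the rest, any valid replicate at or below 250%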;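 note: OY570 slx delta 5 strain wells were the positive control but not used for scaling; some compounds called inactive have numbers as strong as hits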
DSG3 Ab inh – inhibitors of pemphigus antibody binding to human desmoglein-3. P32926. DSG3-coupled beads, scFv-anti-DSG3-GFP binding, flow cytometry; active compounds read low. binding (percent of control), % at 10 µM. 310,000 tested, 0.48% active;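 active = binding more than 3 SD below its plate's average and above zero; inconclusive = below that plate limit but binding exactly zero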;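 note: hits lower antibody fragment binding to DSG3; some compounds called inactive have numbers as strong as hits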
Target sequence (P32926 whole entry, looked up, the tested form may be a part): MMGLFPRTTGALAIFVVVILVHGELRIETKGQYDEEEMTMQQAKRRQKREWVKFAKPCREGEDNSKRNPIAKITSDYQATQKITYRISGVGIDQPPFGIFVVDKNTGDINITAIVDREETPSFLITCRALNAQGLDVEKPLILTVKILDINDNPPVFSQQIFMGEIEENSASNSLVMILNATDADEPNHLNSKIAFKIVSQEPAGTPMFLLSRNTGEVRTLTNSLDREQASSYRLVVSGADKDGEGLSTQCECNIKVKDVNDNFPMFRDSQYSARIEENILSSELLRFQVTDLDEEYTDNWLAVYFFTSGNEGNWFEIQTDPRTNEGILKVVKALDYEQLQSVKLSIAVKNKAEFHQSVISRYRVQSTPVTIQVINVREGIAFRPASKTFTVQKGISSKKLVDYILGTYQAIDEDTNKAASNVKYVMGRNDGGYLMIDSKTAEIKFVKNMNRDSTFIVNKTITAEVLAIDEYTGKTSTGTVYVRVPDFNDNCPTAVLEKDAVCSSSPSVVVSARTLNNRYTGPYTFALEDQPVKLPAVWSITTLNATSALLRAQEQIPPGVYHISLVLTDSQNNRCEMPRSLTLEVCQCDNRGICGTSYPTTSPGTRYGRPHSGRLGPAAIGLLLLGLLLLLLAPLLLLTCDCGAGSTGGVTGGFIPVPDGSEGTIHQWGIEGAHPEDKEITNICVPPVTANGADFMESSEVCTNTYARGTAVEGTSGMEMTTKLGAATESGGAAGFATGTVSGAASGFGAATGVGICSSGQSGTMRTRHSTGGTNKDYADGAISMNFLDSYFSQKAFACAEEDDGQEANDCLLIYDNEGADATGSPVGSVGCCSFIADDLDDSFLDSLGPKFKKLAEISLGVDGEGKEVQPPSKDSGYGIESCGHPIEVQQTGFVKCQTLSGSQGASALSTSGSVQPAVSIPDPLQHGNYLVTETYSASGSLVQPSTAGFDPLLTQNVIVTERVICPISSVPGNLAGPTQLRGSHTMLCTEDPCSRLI
SR-BI uptake up – activators of SR-BI mediated HDL lipid uptake; CHO ldlA[mSR-BI] cells, DiI-HDL uptake fluorescence, 3 h; 100 = double the neutral-control signal; activation, % at 12.5 µM; 320,000 tested, 0.096% active;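 active = mean replicate activation of at least 60% and every replicate at or above 60%; inconclusive = mean or all-replicate condition met, but not both; inactive = mean below 60% and not all replicates reaching 60%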;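 note: 0% = median plate neutral-control signal and 100% = twice that signal; values of inactives mirror those of a sister screen read the other way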
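Test system: SR-BI-overexpressing, LDLR-lacking CHO cells; Medium: Ham's F12 with 0.5% BSA, HEPES 25 mM, pH 7.4; Schedule: 3 h, 37 °C; Technique: bottom-read fluorescence, 550/595 nm.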
dFosB act – mouse delta FosB homodimer activation; P13346; purified delta FosB, TAMRA-CDK5 oligo fluorescence polarization; percent of positive-control signal above neutral wells; activation, % at 25 µM; 340,000 tested, 0.99% active;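 active = mean activation above about 17%, with every replicate also reaching it, limit read from the data, passing the limit was not always enough; inconclusive = only one of the two conditions met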;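 note: fluorescence polarization rise as delta FosB binds a TAMRA Cdk5 AP-1 oligo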
PKA-R2B act – PKA-R2B complex activation; PKA-R2B holoenzyme dissociation, Cy5-IP20 fluorescence polarization; R2B truncated from residue 108, S112A mutant; 0% DMSO only, 100% 113 µM cGMP; activation, % at 11.4 µM; 340,000 tested, 0.079% active; AID 504700;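 active = activation above a cutoff set at the mean over all compounds plus 3 SD, cut at about 18% in these data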;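 note: higher means more holoenzyme dissociation and a rise in polarization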
SR-BI HDL uptake – mouse SR-BI HDL lipid transfer inhibition; Q61009; ldlA[mSR-BI] CHO cells, DiI-HDL uptake fluorescence, 3 h; inhibition, % at 12.5 µM; 320,000 tested, 0.96% active;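 active = mean replicate inhibition of at least 70% and a set share of replicates each scoring 70 or more; inconclusive = meets just one of the two criteria; inactive = fails both criteria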;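 note: 0% = median of neutral control wells and 100% = median of positive control wells; values of inactives mirror those of a sister screen read the other way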
PKA-R1A act – activates the PKA-R1A holoenzyme complex | 340,000 tested, 0.083% active | PKA-R1A dissociation, Cy5-IP20 fluorescence polarization; scaled: DMSO 0%, 113 µM cGMP 100% | activation, % at 11.4 µM;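 active = percent activation above the mean of all tested compounds plus 3 SD, cut at about 19% in these data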;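 note: higher means more PKAc released from R1A so a rise in polarization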
An asterisk follows results filed as active; ? = inconclusive; . = no result given; & = joins results of further samples; ! = a repeat was not active. Not all compounds are listed. The share of hits here may be higher or lower than overall.

SMILES	NSD2 HMT inh	Arrestin-AP2 inh	MITF TRPM1 HTS	CDK5 p35 inh	Mot1-301 SUMO	DSG3 Ab inh	SR-BI uptake up	dFosB act	PKA-R2B act	SR-BI HDL uptake	PKA-R1A act
C#C[C@]1(O)CC[C@H]2[C@@H]3CCC4=CC(=O)CC[C@@H]4[C@H]3CC[C@@]21CC	.	8.7&2.8	-10.0&-6.1	-0.5&1.0	83.6&22.8	.	1.6&9.8	-1.1&-0.5	0.8&-15.0	-1.6&18.4	0.7&-2.0
CC1(C)Oc2ccc(C#N)cc2[C@@H](N2CCCC2=O)[C@@H]1O	.	2.6	1.5	-3.1	275.5&6.9	128.0	4.0	2.1	-1.2	-0.7	-2.0
CN=C(N)NC(=O)Nc1c(C)cccc1C	-2.1	-18.0	.	0.7	17.5	95.3	10.8	-4.2	.	-10.8	.
CCOC(=O)Nc1ccc2c(c1)N(C(=O)CCN1CCOCC1)c1ccccc1S2	4.7	5.2&1.0	3.0&-6.5	3.3&0.2	12.0	110.1&110.8	7.0&0.1	-2.1&-5.6	-16.2&9.4	-7.0&1.9	-2.5&4.2
Nc1ncnc(Nc2ccccc2)n1	.	-2.9	6.1	1.3	10.9	95.0	14.4	2.2	1.8	-14.4	9.0
C[C@H]1c2cccc(O)c2C(O)=C2C(=O)[C@]3(O)C(O)=C(C(N)=O)C(=O)[C@@H](N(C)C)[C@@H]3[C@@H](O)[C@@H]21	.	-5.2	-5.9	-0.4	-2.0	109.5	1.7	-5.1	-10.7	-1.7	-7.1
O=C(c1ccccc1)c1ccc2n1CCC2C(=O)O (stereo not drawn)	.	6.1	4.1	2.7	11.5	116.3	10.6	2.3	-11.2	-10.6	-9.1
COc1cc2c(c(OC)c1OC)-c1c(cc(OC)c(OC)c1OC)C[C@H](C)[C@H](C)C2	.	-5.2	-10.3	-1.6	113.2	98.5	10.3	-5.7	-6.0	-10.3	0.1
CC1CCc2c(N3CCC(O)CC3)c(F)cc3c(=O)c(C(=O)O)cn1c23 (stereo not drawn)	.	15.1	-10.3	1.5	-16.2	.	-2.6	-3.8	7.2	2.6	-2.5
COc1cc(C)nc(-n2nc(C)cc2OC)n1	.	14.4	-1.4	-0.2	-7.2	96.5	0.6	-1.5	11.9	3.8	-9.0
COc1cc(C(=O)NCCCCCC(=O)O)cc(OC)c1OC	.	-7.2	1.4	-1.8	-1.3	99.9	10.8&1.2	-2.1	-0.8	-10.8&-1.2	5.1
CCC(Cc1c(I)cc(I)c(N)c1I)C(=O)O (stereo not drawn)	.	-4.9	-9.1	-2.7	88.0	103.1	-3.8	-10.3	3.4	3.8	-5.5
Oc1cc2c(cc1O)C1c3ccc(O)c(O)c3OCC1(O)C2 (stereo not drawn)	.	48.1	-3.5	26.3	-18.2	98.7	10.3	5.5	-10.5	-10.3	-5.4
C[C@]12CC[C@H]3C(=CCc4cc(O)ccc43)[C@@H]1CCC2=O	.	-11.5	36.6	2.0	538.1*!	104.2	-22.8&1.9	1.4	4.5	22.8&-1.9	4.9
CC[C@]12CCCN3CCc4c(n(c5ccccc45)[C@@](O)(C(=O)OC)C1)[C@@H]32	.	1.4	6.0	0.4	-18.9	102.8	21.2	-8.3	-10.0	-21.2	-10.4
Cc1ccsc1/C=C/C1=NCCCN1C	.	-6.9&9.4&0.0	-4.9&-3.9&0.8	-0.2&-0.1&0.9	-24.0&9.2	93.7&102.3&114.2	18.7&-0.8&1.4	-0.8&1.6&4.8	-10.9&3.9&-1.8	-18.7&0.8&0.6	4.5&6.0&-6.3
C/C=C(/C)C(=O)O[C@@H]1c2cc3c(c4c2[C@@]2(CO4)C(=O)C(OC)=C(OC)C=C2C[C@@H](C)[C@H]1C)OCO3	.	5.2	-6.3	1.6	-1.9	99.3	23.5	-5.6	-2.5	-23.5	1.6
COc1c(O)cc2c(c1O)[C@@H]1O[C@H](CO)[C@@H](O)[C@H](O)[C@H]1OC2=O	-0.2	9.1	-1.1	1.2	8.2	90.2	10.3	-1.3	11.3	-10.3	-0.1
CCOC(=O)Nc1ccc(NCc2ccc(F)cc2)nc1N	.	4.8	-11.7	0.0	-6.8	158.6	-36.7	-7.3	7.4	36.7	2.4
CCN(CC)CCOC(=O)C(c1ccccc1)c1ccccc1	.	7.3	1.7	1.2	-8.4	114.1	29.6	-0.6	4.6	-15.0	1.0
CCN(CC)S(=O)(=O)c1ccc(C(=O)O)cc1	-1.9	-7.1	-9.1	-1.2	125.3	.	10.5	3.2	5.0	-10.5	7.8
COc1ccc(Sc2ccc(NC(=O)c3ccccc3Cl)cc2C#N)cc1	-1.4	10.3	-4.0	-3.1	-5.4	100.3	-32.6	-32.3	1.2	32.6	-1.3
CC(C)(C(=O)c1cccnc1)c1cccnc1	.	5.9	10.9	-1.0	-8.0	106.2	12.8	2.9	1.3	-12.8	-10.1
COc1ccccc1OC(=O)Oc1ccccc1OC	-7.0	14.2	4.6	1.3	.	98.3	4.0	-0.7	0.2	-4.0	-4.7
O=C1CCc2cc(OCCCCc3nnnn3C3CCCCC3)ccc2N1	.	1.9	-9.8	0.1	177.2	.	-48.8	-6.4	5.4	65.8	5.6
CCCc1cc(C(N)=S)ccn1	.	-3.2	-4.8	-2.3	-10.6	111.3	24.9&12.8	2.3	-0.6	-24.9&-12.8	1.6
CN(C)CCOC(=O)C(c1ccccc1)C1(O)CCCC1 (stereo not drawn)	.	-1.6	-1.9	1.3	190.1	118.0	12.6	3.5	5.8	-7.8	-6.2
CCCN(CCC)C(=O)C(CCC(=O)O)NC(=O)c1ccccc1 (stereo not drawn)	.	-3.3	-7.2	-0.4	-0.1&-9.9	104.2	8.7	4.6	-6.1	-8.7	1.5
C[C@H]1c2cccc(O)c2C(O)=C2C(=O)C3(O)C(O)=C(C(N)=O)C(=O)[C@@H](N(C)C)[C@@H]3[C@@H](O)[C@@H]21 (stereo partly drawn)	.	5.7	6.7	-2.0	-30.7	92.5	26.3	2.3	-3.6	-26.3	0.8
Nc1cc(=O)[nH]c(N)n1	.	-8.2	7.3	0.7	-13.5	111.2	2.9	4.0	-11.5	-2.9	-0.9
COc1cc(NC(=O)c2cc(C3CC3)on2)c(OC)cc1Cl	.	4.2	-25.6	0.0	-7.1	99.7	-80.8	1.0	-3.0	80.8*	-12.6
O=C1c2c(O)cccc2C(C2OC(CO)[C@@H](O)[C@H](O)[C@H]2O)c2cc(CO)cc(O)c21 (stereo partly drawn)	.	-7.2	14.4	-0.6	-2.7	105.3	13.7	-11.2	5.9	-13.7	-1.1
COc1ccc(S(=O)(=O)Nc2nnc(CC(C)C)s2)cc1	0.3	-1.1	-5.8	1.3	-1.7	94.7	22.6	4.0	1.5	-22.6	6.1
CCC12CCCN3CCc4c(n(c5ccccc45)C(O)(C(=O)OC)C1)C32 (stereo not drawn)	.	-2.3	-10.9	-0.2	9.5	94.8	11.8	-0.4	1.9	-11.8	-3.1
OCC(O)CN1CCN(c2ccccc2)CC1 (stereo not drawn)	.	-4.5	0.8	0.8	86.2	482.6	10.8	-0.3	0.4	-10.8	-13.3
O=c1c(O[C@@H]2O[C@H](CO)C(O)C2O)c(-c2ccc(O)c(O)c2)oc2cc(O)cc(O)c12 (stereo partly drawn)	.	0.6	8.0	-0.6	-1.0	100.1	2.1	0.5	1.4	-2.1	0.3
O=C1c2ccccc2C(=O)c2c(O)c(O)cc(O)c21	.	13.4	-10.4	1.5	.	89.8	-15.5	-13.6	0.4	15.5	-2.3
CC(=O)OCC(=O)C1(O)CCC2C3CCC4=CC(=O)C=CC4(C)C3(F)C(O)CC21C (stereo not drawn)	-1.2	4.9	12.5	-0.1	.	92.6	-13.8	0.5	-7.2	13.8	-1.4
CCCCOC(=O)c1ccc(N)cc1	.	-0.9	42.6	1.0	-12.1	113.8	3.5	0.3	-2.9	-0.8	-14.2
CC(=O)N(CC(O)CO)c1c(I)c(C(=O)NCC(O)CO)c(I)c(C(=O)NCC(O)CO)c1I (stereo not drawn)	.	-4.5	5.6	-0.8	2.5	93.7	-1.0	0.2	4.6	1.0	-12.8
CN(C)CCC[C@@]1(c2ccc(F)cc2)OCc2cc(C#N)ccc21	.	5.4	6.2	0.9	-13.4	104.7	31.9	-4.4	6.9	-31.9	3.2
CCOc1ccc(NC(=S)N2CCC(C(O)(c3ccccc3)c3ccccc3)CC2)cc1	-1.7	17.1	-2.0	-0.9	-18.9	.	4.1	?	-7.0	-4.1	-1.0
O=C(O)CCCCCCCC(=O)O	.	3.4	7.5	1.8	-15.5&-24.0	112.6	2.5	-1.6	4.1	1.3	-11.8
CN1CCN(CCCN2c3ccccc3Sc3ccc(S(=O)(=O)N(C)C)cc32)CC1	.	-4.8	4.6	1.1	-7.9	100.3	13.4	2.3	-1.4	-13.4	-5.6
O=C(NCCN1CCOCC1)c1ccc(Cl)cc1	.	-2.2	3.3	-1.9	1.4	103.4	7.7&3.0	1.9	-2.5	-7.7&-3.0	3.2
Cc1oncc1C(=O)Nc1ccc(C(F)(F)F)cc1	.	-1.7	31.7	-0.4	57.2	103.1	-6.3	7.6	4.5	6.3	-4.0
CN1CCN(c2c(F)cc3c(=O)c(C(=O)O)cn4c3c2SCC4)CC1	.	16.9	-8.6	0.4	-3.2&3.7	101.4	12.0	3.9	7.2	-12.0	2.8
CN1CCC(=C2c3ccccc3CC(=O)c3sccc32)CC1	.	9.6&-4.5&-6.0	4.9&4.4&30.6	1.1&-0.4&-0.1	6.4&73.3	128.4&96.1&112.7	13.8&11.5&16.0	-2.7&-3.4&-4.1	4.0&4.9&9.1	-13.8&-11.5&2.7	2.5&-2.1&1.5

Bioassay records from PubChem BioAssay.
